# MT1-MMP act inh: blockers of MT1-MMP proenzyme processing, primary screen, HT1080 RFP-PRO-GFP cells, GFP/RFP fluorescence; 0.061% of 360,000 active; GFP/RFP ratio fluorescence, overnight; percent of plate control window, DMSO zero; Matrix metalloproteinase-14 (Homo sapiens), P50281; GFP/RFP ratio change, % at 20 µM;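 active = GFP/RFP ratio change of at least 30% with cell ATP level not reduced by more than half and red fluorescence within 50% of control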; note: strong numbers were not always called active
#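 Compound: 20 µM single dose, 1% DMSO / System: HT1080 RFP-PRO-GFP cells / Controls: DMSO and RFP-L50D-GFP cell wells / Read-out basis: GFP/RFP fluorescence ratio / Schedule: overnight compound exposure at 37 °C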
# NadD inh: inhibitors of S. aureus NadD, primary screen, biochemical, colorimetric, uHTS; Nicotinate-nucleotide adenylyltransferase NadD (Staphylococcus aureus N315); purified NadD enzyme, colorimetric absorbance read-out; inhibition, % at 20 µM; 0.78% of 360,000 active; AID 602399, 2012; in the data active = inhibition above about 26%; note: some compounds past the cut are filed as inactive
# Neddyl block: inhibitors of cullin neddylation, primary screen, biochemical, TR-FRET, uHTS, NAE and Ubc12; NEDD8-conjugating enzyme Ubc12 (Homo sapiens) + NEDD8-activating enzyme E1 regulatory …; calls only at 25 µM; 0.58% of 360,000 active; in the data active = inhibition above about 36%
# SKN-1 inh: suppressors of acrylamide-induced Pgst-4::GFP reporter in worms, primary screen, SKN-1 inhibitor project, whole organism, uHTS, GFP/RFP fluorescence ratio, strain VP596. C. elegans VP596 Pgst-4::GFP/RFP ratio, 24 h. inhibition, % at 21.8 µM. 0.49% of 360,000 active. AID 624304, 2012;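 active = interference check ratio from 0.5 to 1.5 plus GFP to RFP signal ratio inhibition reaching or exceeding a fixed threshold, cut at about 30% in these data, passing the limit was not always enough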; note: some compounds called inactive have numbers as strong as hits
# Rpn11 inh: Rpn11 (PSMD14) deubiquitinase inhibitors, primary screen, biochemical, fluorescence polarization, uHTS; human 26S proteasome, Ub4-pepOG fluorescence polarization; 20S core pre-blocked with epoxomicin; calls only at 20 µM; 0.59% of 360,000 active;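 active = inhibition at 20 µM, scaled to each plate's controls, above about 33%, limit read from the data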
# Target sequence (O00487 whole entry, looked up): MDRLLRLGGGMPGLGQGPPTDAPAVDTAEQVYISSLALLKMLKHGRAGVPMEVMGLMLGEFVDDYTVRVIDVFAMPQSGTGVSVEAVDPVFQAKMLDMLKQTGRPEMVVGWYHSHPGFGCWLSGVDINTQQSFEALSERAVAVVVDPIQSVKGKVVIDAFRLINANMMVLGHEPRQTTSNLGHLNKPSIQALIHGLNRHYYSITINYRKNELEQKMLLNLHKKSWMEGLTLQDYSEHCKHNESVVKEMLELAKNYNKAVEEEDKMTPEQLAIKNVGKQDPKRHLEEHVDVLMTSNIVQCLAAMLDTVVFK
# Rin1 Abl inh: inhibitors of Rin1-Abl protein binding, primary screen, biochemical, TR-FRET; Tyrosine-protein kinase ABL1 (Homo sapiens) + Ras and Rab interactor 1 (Homo sapiens), …; inhibition, % at 7.35 µM; 0.4% of 360,000 active; AID 588664, 2011; in the data active = inhibition above about 5%, passing the limit was not always enough
# PABP1 MLLE inh: inhibitors of PABP1 MLLE–PAM2 peptide binding, primary screen, biochemical, fluorescence polarization, FITC-PAM2, GST-MLLE | Polyadenylate-binding protein 1 (Homo sapiens), P11940 | inhibition, % at 20 µM | 0.36% of 360,000 active; in the data active = inhibition above about 35%, passing the limit was not always enough;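 note: plate controls were DMSO wells with GST-MLLE for no effect and wells lacking GST-MLLE protein for full effect; some results filed as inactive read as strong as hits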
# FAS TE block: FAS thioesterase domain inhibitors, primary screen, biochemical, fluorescence intensity, uHTS; Fatty acid synthase (Homo sapiens), P49327; recombinant FAS-TE, OMFH fluorogenic substrate, fluorescence endpoint; inhibition, % at 15 µM; 0.67% of 360,000 active; AID 602261, 2012;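 active = compounds whose normalised, plate-corrected inhibition of enzyme fluorescence in the single-dose primary screen is 50% or more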;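 note: 0% = DMSO with enzyme and 100% = substrate without enzyme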
# CSN inh: inhibitors of CSN-mediated cullin deneddylation, primary screen, biochemical, fluorescence polarization, uHTS; 0.38% of 360,000 active; inhibition, % at 12.5 µM; Purified CSN, SCF-Nedd8-OG deneddylation;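 active = pattern-corrected inhibition above about 35%, with an unprinted fluorescence ratio check between 0.5 and 1.5, limit read from the data, passing the limit was not always enough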;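 note: 0% = enzyme with substrate and 100% = substrate without enzyme; some results filed as inactive read as strong as hits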
# Target sequence (Q92905 whole entry, looked up, one chain of several): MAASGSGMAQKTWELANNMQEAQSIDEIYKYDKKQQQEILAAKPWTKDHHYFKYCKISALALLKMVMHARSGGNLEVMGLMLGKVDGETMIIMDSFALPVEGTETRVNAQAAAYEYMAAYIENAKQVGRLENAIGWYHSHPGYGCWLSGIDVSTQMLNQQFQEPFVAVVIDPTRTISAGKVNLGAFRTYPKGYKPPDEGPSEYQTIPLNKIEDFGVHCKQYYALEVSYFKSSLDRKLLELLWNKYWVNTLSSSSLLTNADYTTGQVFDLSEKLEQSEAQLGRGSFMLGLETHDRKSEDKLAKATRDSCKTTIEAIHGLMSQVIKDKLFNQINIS
#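 Assay system: purified human Csn5 enzyme expressed in HEK293T cells; measure: % inhibition; also added: SCFSkp2-Nedd8OG substrate at 10 nM final; technique: fluorescence polarization; times: reaction 90 min, room temperature; medium: Tris buffer pH 7.5, NaCl, DTT, Tween-20, trehalose, ovalbumin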
# * = called active by the depositor; i = inactive; . = no result given; + = active, no number; & = joins results of further samples. An unsorted share of the library (roughly 3.9% active in at least one column).
SMILES,MT1-MMP act inh,NadD inh,Neddyl block,SKN-1 inh,Rpn11 inh,Rin1 Abl inh,PABP1 MLLE inh,FAS TE block,CSN inh
O=C(COC(=O)c1ccccc1O)NC(=O)c1ccc(OC(F)F)cc1,3,1,i,-2,i,0,-11,-2,-4
COc1cc(/C(C)=N/NC(=O)c2cccc(S(=O)(=O)N3CCCC3)c2)cc(OC)c1OC,2,2,i,-10,i,3,-1,2,0
Cc1cc(C(=O)NNC(=O)/C=C/c2ccccc2Cl)c(C)o1,1,-4,i,0,i,2,-10,0,1
CSc1ccc(S(=O)(=O)NCc2ccc(Cl)cc2Cl)cc1,4,-11,i,-2,i,5,-10,36,10
COc1cc2c(=O)n(CC3CCCO3)c(=O)n(CC(=O)Nc3ccc(F)cc3F)c2cc1OC (configuration not stated),2,-3,i,-11,i,-1,4,-2,-2
CC(=O)NC1C(OCc2ccccc2)OC2COC(c3ccccc3)OC2C1OCC(=O)O (configuration not stated),0,5,i,8,i,-2,8,-1,3
OCCNc1cc(Cl)ncn1,1,-1,i,-8,i,1,13,-2,2
O=C(NCCN1CCN(C(=O)c2ccc([N+](=O)[O-])cc2)CC1)C(=O)Nc1ccc(F)cc1,1,2,i,9,i,0,6,-2,-7
CCCCC[C@H](C)N1C[C@H](COCc2ccccc2)Oc2cc(N3CC[C@@H](O)C3)ccc2S1(=O)=O,3,-10,i,6,.,.,.,28,-3
CCOC(=O)C1=CN(C)C=C(C(=O)OCC)C1c1ccsc1,4,7,.,-7,i,-2,-5,-5,2
O=c1cc(CO)occ1OCc1c(F)cccc1Cl,-3,0,i,-4,i,4,-24,-4,-1
NS(=O)(=O)c1cc2c(cc1Cl)NC(C(Cl)Cl)NS2(=O)=O (configuration not stated),1,-1,i,-3,i,3,-6,-8,-6
C[C@@]12CCC3[C@@](CCC4[C@@]3(C)CCC[C@@]4(C)C(=O)N3CCOCC3)(CC1=O)C2 (some centres not stated),1,-4,i,10,i,2,0,-8,1
COCCNc1nnc(SCC(=O)NNC(=O)c2ccc([N+](=O)[O-])cc2)s1,3,0,i,-5,i,-1,-12,0,1
CC(C)COc1ccc(-c2nn(-c3ccccc3)cc2/C=C2/SC(=S)N(CC(=O)O)C2=O)cc1,-2,16,i,0,+,0,-2,78*,13
CC(=O)c1c(C)[nH]c(C(=O)OCc2nnc(-c3ccccc3)o2)c1C,5,5,i,-12,i,4,-19,1,-1
COc1cc(N2C(=O)CSC23C(=O)Nc2ccccc23)cc(OC)c1OC (configuration not stated),0,9,i,4,i,0,4,-8,-2
COc1cc(OC)cc(-c2nnc(SCc3cccnc3)o2)c1,-3,3,i,11,i,-1,-20,-6,-4
NN(Cc1ccccc1)C(=S)Nc1ccc(Cl)c(Cl)c1,-1,0,i,-14,i,2,-123,45,-1
O=C(CSc1nc2ccccc2o1)Nc1nc2ccc(Br)cc2s1,1,15,i,17,i,-3,-24,-7,2

# Next part (three carried over from the part before).
SMILES,MT1-MMP act inh,NadD inh,Neddyl block,SKN-1 inh,Rpn11 inh,Rin1 Abl inh,PABP1 MLLE inh,FAS TE block,CSN inh
COc1cc(OC)cc(-c2nnc(SCc3cccnc3)o2)c1,-3,3,i,11,i,-1,-20,-6,-4
NN(Cc1ccccc1)C(=S)Nc1ccc(Cl)c(Cl)c1,-1,0,i,-14,i,2,-123,45,-1
O=C(CSc1nc2ccccc2o1)Nc1nc2ccc(Br)cc2s1,1,15,i,17,i,-3,-24,-7,2
Cc1cccc(C)c1NC(=O)CNCC(=O)N(C)C,0,-1,i,3,i,-1,-15,-2,5
COc1ccc(C)cc1S(=O)(=O)N1CCCC(C(=O)NCc2ccccn2)C1 (configuration not stated),-3,1,i,20,i,-3,-3,-3,1
CCOC(=O)C1=C(N)OC2=C(C(=O)CC(C)(C)C2)C1c1cc(CSc2nnnn2C)cs1 (configuration not stated),0,3,i,3,i,-4,30,4,5
O=C(Nc1ccc(Cl)cc1)NN1CCCCCC1,0,-3,i,-2,i,-4,10,-1,-3
Brc1ccc(CSc2nnc(-c3ccccn3)n2Cc2ccco2)cc1,-2,-5,i,-4,i,-2,-41,26,-6
Cc1ccc(C(=O)N2CCN(CCNC(=O)C(=O)NC(C)C)CC2)cc1,-2,-11,i,5,i,0,-5,-1,-6
Cc1nc2ccccn2c1-c1nnco1,-4,2,i,-2,i,-2,7,-7,-5
Cn1c(=O)c2c(ncn2CCOc2cccc(Br)c2)n(C)c1=O,-9,-4,i,-4,i,3,-2,4,2
CCN(C(=O)COC(=O)c1cc2c(s1)CCCC2)c1c(N)n(Cc2ccccc2)c(=O)[nH]c1=O,-2,17,i,1,i,-2,3,-3,-2
CC(=O)OC1CC(C)(C)N(OC(=O)c2ccc(N)cc2)C(C)(C)C1,0,-4,i,-1,i,3,1,-6,-4
CCc1nc2ccc(C(=O)Nc3cccc(OCC(=O)N(C)C)c3)cn2c1N(CC)CCOC,-2,-3,i,18,i,1,0,-5,3
Cc1nc(NC(=O)c2ccc3c(c2)OCCO3)ccc1Br,4,-10,i,-5,i,0,3,18,3
COC(=O)c1sccc1NC(=O)CN1CCN(c2ccc(F)cc2)CC1,-6,-6,i,18,i,-2,1,14,-5
CCOC(=O)c1sc(N)c(C(=O)OC)c1C,1,-1,i,15,i,-6,-5,-8,-10
Fc1cccc(F)c1-c1nc(-c2ccncc2)no1,-2,-3,i,33,i,5,1,-1,0
Cc1ccc(S(=O)(=O)CC(=O)Nc2nnc(C(C)C)s2)cc1,-2,-2,i,-1,i,1,5,-3,-4
O=C(NCc1ccccc1)c1c(O)c2cccc3c2n(c1=O)CCC3,0,0,i,-9,i,-2,-2,11,2
CNC(=O)c1cc2c(ccc3ccccc32)o1,3,1,i,-1,i,-3,-8,-6,2
CCC(c1nnnn1-c1ccc2c(c1)OCCO2)N1CCN(c2ncccc2C(F)(F)F)CC1 (configuration not stated),-3&5,-9&-6,i,16&7,.,.,.,29&32,0&2
COCCNC(=O)C(c1ccc(C)o1)N(Cc1ccccc1)C(=O)Cn1nnc2ccccc21 (configuration not stated),0,-3,i,4,i,0,1,-1,5
COC(=O)N/N=C/c1cn(CCOc2cccc(OC)c2)c2ccccc12,-5,-7,i,-6,i,0,-5,4,-2
S=C(NCCC1=CCCCC1)Nc1ccccc1,5,0,i,7,i,0,-28,-3,2
COc1cccc(CN(C)C(=O)c2cc(S(=O)(=O)N3CCCC3)ccc2C)c1OC,6,-2,i,10,i,8.9*,18,-2,-2
COc1ccccc1-c1nc(SCC(=O)Nc2ccccc2)n[nH]1,-1,-9,i,-5,i,-1,-10,-1,-4
Cc1ccc(C(=O)CSc2nc(C)cc(C)c2C(N)=O)cc1,6,7,i,-3,i,-3,10,-10,0
O=C(c1ccc(Cn2c(=S)[nH]c3cc4c(cc3c2=O)OCO4)cc1)N1CCN(c2ccccc2)CC1,-7,21,i,-5,i,6,-82,38,-4
COc1cccc(/C=N/NC(=O)CC(=O)NCCc2ccc(OC)c(OC)c2)c1,-5,4,i,2,i,-2,0,-6,-3
COc1ccc(CCNC(=O)COC(=O)/C=C/c2ccc(OC)c(OC)c2)cc1,-1,1,i,3,i,0,-11,-7,0
COc1ccc(CCNC(=O)CCCCCN2C(=O)c3ccccc3C2=O)cc1,3,-2,i,1,i,1,-4,-16,2
CCCc1nnc(SCC(=O)Nc2ccc(OC)cc2)n1N,0,-4,i,-12,i,4,-15,-5,2
Cc1cccc(C(=O)NNC(=O)c2ccccc2[N+](=O)[O-])c1,-1,-2,i,23,i,-2,5,-7,-6
CC1=Nc2ccc(Br)cc2C(c2ccccc2)N1CC(=O)NN (configuration not stated),3,-9,i,-9,i,1,-10,-4,0
Cc1cccc(C(C)C)c1NC(=O)c1cc2ccccc2o1,1,-3,i,-10,i,-1,-5,6,-2
O=C(CCC(=O)c1ccc[nH]1)c1ccc(Cl)cc1,3,7,i,7,i,-3,-3,1,1
Cc1nc(S/C(C(=O)O)=C2/C(=O)Nc3ccccc32)n[nH]1,8,-3,i,16,i,-1,-36,-7,-1
O=C(CCCO)NC1Cc2ccccc2C1,0,2,i,2,i,-1,2,-6,-3
O=c1c2c(-c3cccs3)csc2[nH]c(=S)n1-c1ccccc1,0,2,i,7,i,-9,7,-10,8
Cc1c(C(=O)Nc2ccccc2)c2ccc(C(F)(F)F)cc2n1O,5,2,i,8,i,-1,-20,-132,-5
C/C(=N\OCC(=O)Nc1cc(C)cc(C)c1)c1ccc2c(c1)OCCO2,6,-7,i,10,i,-1,-8,11,-7
COc1ccc(C(CNC(=O)c2cc(S(=O)(=O)Nc3cccc(C)c3)ccc2C)N2CCCC2)cc1 (configuration not stated),2,-8,i,2,i,-1,-2,-2,3
S=C(NCC1CC1)N/N=C/c1ccccc1Cl,2,-3,i,11,i,1,26,6,-6
COc1ccc(-c2nc(NC3=NCCCCC3)sc2C)cc1,2,2,i,8,i,3,15,3,0
O=C(Nc1ccc(NC(=O)C2CC2)cc1)c1cccs1,3,1,i,-10,i,3,12,-6,0
CC(C)c1ccc(Nc2nc(Cl)nc(NCCO)n2)cc1,2,-3,i,12,i,-3,0,2,-5
COc1ccc(C(=O)OCC(=O)Nc2ccc(N3CCOCC3)cc2)cc1OC,-1,1,i,8,i,1,15,-7,0
COc1ccc(Cl)c(OC)c1C(=O)NC(=O)Nc1nc(C)nc(C)n1,1,0,i,-3,i,-1,3,-7,-3
CCOC(=O)N1CCC(c2cc(=O)n3[nH]c(-c4ccccc4)cc3n2)CC1,5,11,i,8,i,-2,6,-8,1
C/C(=N\NC(=O)c1nnn(-c2nonc2N)c1CN(C)c1ccccc1)c1cccs1,1,9,i,21,i,2,-12,-3,-6
Cc1onc(-c2ccccc2)c1-c1nnc(-c2ccccc2C(F)(F)F)o1,1,-9,i,15,i,5,7,35,0
COc1ccc(CNC(=O)Cn2cc([N+](=O)[O-])nc2C)cc1,-1,-4,i,-16,i,1,7,-1,3
CC(=O)Nc1sc(C)c(C)c1C(=O)OCC(=O)Nc1ccccc1,-4,-4,i,9,i,4,0,5,11
CC(C)CCCCCCCCCCCCC(=O)NCC(=O)NC1C(C)OC(Nc2ncnc3nc[nH]c23)C(O)C1O (configuration not stated),-53,-1,i,2,i,4,-6,-20,-1
CCCn1c(SCC(=O)c2ccc(OC)c(OC)c2)nc2c1c(=O)n(C)c(=O)n2C,5,-8,i,-5,i,4,7,-7,-3
COc1ccc(/C(N)=N/OC(=O)CCC2CCCC2)cc1OC,-3,-8,i,21,i,0,14,6,-6
O=C(CC1NC(=O)NC1=O)Nc1cccc2ccccc12 (configuration not stated),10,0,i,9,i,2,1,-8,-3

# High-throughput results (PubChem BioAssay)
